All columns: NCI-60 one-dose screen, growth in % after 48 h at 10 µM unless noted; 100 = growth as untreated, 0 = no growth, -100 = all killed.
MDA-MB-468 = MDA-MB-468 breast cancer | AID 2202374 | 8.5% of 78,000 active
MOLT-4 = MOLT-4 leukemia cells. 6.9% of 80,000 active
BT-549 = BT-549 breast cancer; AID 1794793; 4.4% of 78,000 active
SR = SR leukemia cells. 8.7% of 73,000 active. AID 1794780
MCF7 = MCF7 breast cancer. 6.3% of 82,000 active. AID 1794796
K-562 = K-562 leukemia | 7.4% of 78,000 active | AID 1794777
MDA-MB-435 = MDA-MB-435 melanoma; 7.8% of 82,000 active; AID 1794794
MDA-MB-231 = MDA-MB-231 breast cancer | 5% of 81,000 active | AID 1794789
* = called active by the depositor; & = joins results of further samples. How the source made its calls: active means growth percent below 10; inactive means the rest. A portion of the library; rates above refer to the full screens.

Sample of the layout (two entries):
`CN(CCCl)c1ccc(/C=C/C2=[N+](C)c3ccccc3C2(C)C)cc1` gave MDA-MB-468 -1.5*, MOLT-4 -13*, BT-549 21, SR 12, MCF7 15, K-562 27, MDA-MB-435 12 and MDA-MB-231 21.
`CCCCNCCc1cccnc1` gave MDA-MB-468 105, MOLT-4 92, SR 94, MCF7 77, K-562 98, MDA-MB-435 109 and MDA-MB-231 106.

This part in full, repeating the preview:
`CN(CCCl)c1ccc(/C=C/C2=[N+](C)c3ccccc3C2(C)C)cc1` gave MDA-MB-468 -1.5*, MOLT-4 -13*, BT-549 21, SR 12, MCF7 15, K-562 27, MDA-MB-435 12 and MDA-MB-231 21.
`CCCCNCCc1cccnc1` gave MDA-MB-468 105, MOLT-4 92, SR 94, MCF7 77, K-562 98, MDA-MB-435 109 and MDA-MB-231 106.
Screening CNC(c1ccccc1)C(O)c1ccccc1 (configuration not stated) returned MDA-MB-468 92, MOLT-4 112, SR 108, MCF7 97, K-562 109, MDA-MB-435 104 and MDA-MB-231 102.
Screening C[C@H](Oc1cc(Cl)c(Cl)cc1Cl)C(=O)O returned MDA-MB-468 112, MOLT-4 116, BT-549 99, SR 120, MCF7 92, K-562 109, MDA-MB-435 107 and MDA-MB-231 119.
For O=C(CF)NC(Cc1ccccc1)C(=O)O (configuration not stated) the results were MDA-MB-468 111&105, MOLT-4 115&99, BT-549 106&114, SR 107&108, MCF7 109&99, K-562 124&116, MDA-MB-435 89&100 and MDA-MB-231 114&113.
`CCCCCCCCC(CO)NCCc1ccccc1` (configuration not stated) gave MDA-MB-468 100, MOLT-4 60, BT-549 114, SR 77, MCF7 103, K-562 81, MDA-MB-435 103 and MDA-MB-231 93.
Screening C=C[C@@H](O)C#CC#CC/C=C\CCCCCCC returned MDA-MB-468 110, MOLT-4 84, BT-549 103, SR 97, MCF7 92, K-562 102, MDA-MB-435 92 and MDA-MB-231 101.
Screening CC1=C(C)C(=O)OC([C@](C)(O)[C@@]2(O)CC[C@@]3(O)C4CC=C5CC=CC(=O)[C@]5(C)C4CC[C@]23C)C1 (some centres not stated) returned MDA-MB-468 75, MOLT-4 79, BT-549 82, SR 57, MCF7 82, K-562 78, MDA-MB-435 88 and MDA-MB-231 82.
`N#CC1=C(N)Oc2c(ccc3ccccc23)C1c1ccco1` (configuration not stated) gave MDA-MB-468 103, MOLT-4 98, BT-549 107, SR 94, MCF7 94, K-562 97, MDA-MB-435 101 and MDA-MB-231 84.
Screening C[C@]12CC[C@H](Cl)CC1=CC[C@@H]1[C@@H]2CC[C@]2(C)C(=O)CC[C@@H]12 returned MDA-MB-468 101, MOLT-4 104, BT-549 111, SR 107, MCF7 102, K-562 101, MDA-MB-435 105 and MDA-MB-231 109.
O=C(NC1=NN(Cc2ccccc2)C(=O)C1)c1ccc(S(=O)(=O)F)cc1 was read as MDA-MB-468 99, MOLT-4 83, BT-549 96, SR 92, MCF7 88, K-562 95, MDA-MB-435 108 and MDA-MB-231 111.
For Cc1cc([N+](=O)[O-])c(Cl)cc1NS(=O)(=O)c1ccccc1 the results were MDA-MB-468 59, MOLT-4 74, BT-549 62, SR 64, MCF7 74, K-562 71, MDA-MB-435 58 and MDA-MB-231 108.
Screening CNC1CCc2cc3c(cc2C1)OCO3 (configuration not stated) returned MDA-MB-468 99, MOLT-4 99, BT-549 97, SR 99, MCF7 85, K-562 106, MDA-MB-435 99 and MDA-MB-231 102.
O=[N+]([O-])c1ccc(N2CCOCC2)c2c1no[n+]2[O-] was read as MDA-MB-468 2.6*, MOLT-4 3.1*, BT-549 -41*, MCF7 14, K-562 -30*, MDA-MB-435 29 and MDA-MB-231 34.
O=[N+]([O-])c1ccc(N2CCOCC2)c2nonc12 was read as MDA-MB-468 94, MOLT-4 96, BT-549 109, SR 79, MCF7 84, K-562 87, MDA-MB-435 109 and MDA-MB-231 101.
Screening O=C(N/N=C\c1ccc(N(CCCl)CCCl)cc1Cl)c1cccnc1 returned MDA-MB-468 -70*, MOLT-4 87, BT-549 91, SR 99, MCF7 34, K-562 82, MDA-MB-435 104 and MDA-MB-231 85.
COc1ccc(OC(=O)N(C)C)cc1 was read as MDA-MB-468 99, MOLT-4 122, BT-549 104, SR 99, MCF7 93, K-562 108, MDA-MB-435 109 and MDA-MB-231 95.
For COC(=O)[C@@H](NC(=O)c1cn(CCC2CCCCC2)c2ccccc12)C(C)(C)C the results were MDA-MB-468 82, MOLT-4 64, BT-549 84, SR 61, MCF7 75, MDA-MB-435 83 and MDA-MB-231 70.
C#CCSc1nc2ccccc2c(=O)n1-c1ccc(OC)cc1 was read as MDA-MB-468 106, MOLT-4 94, BT-549 95, MCF7 95, K-562 104, MDA-MB-435 98 and MDA-MB-231 79.
For CC1(C)C=Cc2c(ccc3c2[N+]([O-])=C2C3=C[C@@]34NC(=O)[C@]5(CCCN5C3=O)C[C@@H]4C2(C)C)O1 the results were MDA-MB-468 8.2*, MOLT-4 29, BT-549 40, SR 15, MCF7 18, K-562 9.2*, MDA-MB-435 47 and MDA-MB-231 48.

Four structures out of the list, ordered by SMILES length, rising:
COc1ccc(OC(=O)N(C)C)cc1 was read as MDA-MB-468 99, MOLT-4 122, BT-549 104, SR 99, MCF7 93, K-562 108, MDA-MB-435 109 and MDA-MB-231 95.
Screening C[C@H](Oc1cc(Cl)c(Cl)cc1Cl)C(=O)O returned MDA-MB-468 112, MOLT-4 116, BT-549 99, SR 120, MCF7 92, K-562 109, MDA-MB-435 107 and MDA-MB-231 119.
C#CCSc1nc2ccccc2c(=O)n1-c1ccc(OC)cc1 was read as MDA-MB-468 106, MOLT-4 94, BT-549 95, MCF7 95, K-562 104, MDA-MB-435 98 and MDA-MB-231 79.
For Cc1cc([N+](=O)[O-])c(Cl)cc1NS(=O)(=O)c1ccccc1 the results were MDA-MB-468 59, MOLT-4 74, BT-549 62, SR 64, MCF7 74, K-562 71, MDA-MB-435 58 and MDA-MB-231 108.

Back to the main list with the two entries that preceded the break.
C#CCSc1nc2ccccc2c(=O)n1-c1ccc(OC)cc1 was read as MDA-MB-468 106, MOLT-4 94, BT-549 95, MCF7 95, K-562 104, MDA-MB-435 98 and MDA-MB-231 79.
For CC1(C)C=Cc2c(ccc3c2[N+]([O-])=C2C3=C[C@@]34NC(=O)[C@]5(CCCN5C3=O)C[C@@H]4C2(C)C)O1 the results were MDA-MB-468 8.2*, MOLT-4 29, BT-549 40, SR 15, MCF7 18, K-562 9.2*, MDA-MB-435 47 and MDA-MB-231 48.
`NCCc1ccccc1` gave MDA-MB-468 115&118, MOLT-4 103&97, BT-549 104&96, SR 86&108, MCF7 95&99, K-562 98&141, MDA-MB-435 103&104 and MDA-MB-231 117&103.
Screening C[C@]1(O)CC[C@H]2[C@@H]3CCC4=CC(=O)CC[C@]4(C)[C@@]34O[C@H]4C[C@@]21C returned MOLT-4 98, BT-549 104, SR 97, MCF7 93, K-562 111, MDA-MB-435 105 and MDA-MB-231 104.
Screening CCCC/C(=N\OC(=O)N(C)C)c1ccccc1 returned MDA-MB-468 119, MOLT-4 95, BT-549 103, SR 92, MCF7 100, K-562 114, MDA-MB-435 114 and MDA-MB-231 104.
`Cc1ccc(S(=O)(=O)F)c(Cl)c1` gave MOLT-4 98, BT-549 107, SR 96, MCF7 95, K-562 105, MDA-MB-435 96 and MDA-MB-231 110.
`c1ccc2c(CN3CCCCC3)c[nH]c2c1` gave MDA-MB-468 104, MOLT-4 94&90, BT-549 120&107, SR 95&84, MCF7 108&99, K-562 93&100, MDA-MB-435 101&105 and MDA-MB-231 110&115.
For O=S(=O)(F)c1ccccc1 the results were MDA-MB-468 97, MOLT-4 105, BT-549 113, SR 98, MCF7 100, K-562 102, MDA-MB-435 109 and MDA-MB-231 120.
Screening ClC1C(Cl)C(Cl)C(Cl)C(Cl)C1Cl (configuration not stated) returned MDA-MB-468 99&102, MOLT-4 108&105, BT-549 92, SR 92&107, MCF7 99&109, K-562 102&100, MDA-MB-435 106&104 and MDA-MB-231 94&98.
C[C@@H]1O[C@@H](O[C@H]2CC[C@@]3(C)[C@H](CCC4[C@@H]3C(O)C[C@]3(C)[C@@H](c5ccc(=O)oc5)CC[C@]43O)C2)[C@H](O)[C@H](O)[C@H]1O (some centres not stated) was read as MDA-MB-468 -60*, BT-549 -90*, MCF7 -59*, MDA-MB-435 -76* and MDA-MB-231 -64*.
COc1ccc2nc3c(C)n(C)ccc-3c2c1 was read as MDA-MB-468 28, MOLT-4 71, BT-549 96, MCF7 99, K-562 42, MDA-MB-435 105 and MDA-MB-231 89.
`C=CCCCCCCCCC(=O)O` (tested in a mixture with another compound) gave MDA-MB-468 95, MOLT-4 102, BT-549 93, MCF7 93, K-562 121 and MDA-MB-435 99.
For O=P(Oc1ccccc1)(Oc1ccccc1)C(Nc1ccccc1)c1ccncc1 (configuration not stated) the results were MDA-MB-468 102, MOLT-4 104, BT-549 105, SR 102, MCF7 96, K-562 103, MDA-MB-435 96 and MDA-MB-231 82.
Screening COc1cccc(C=NC(Cc2cnc[nH]2)C(=O)O)c1O (configuration not stated) returned MDA-MB-468 55, MOLT-4 120, BT-549 91, SR 132, MCF7 93, K-562 135, MDA-MB-435 84 and MDA-MB-231 102.
For O=C(CBr)OC1CCCCC1 the results were MDA-MB-468 96, MOLT-4 101, BT-549 108, SR 86, MCF7 98, K-562 94, MDA-MB-435 111 and MDA-MB-231 100.
COc1ccccc1NP1(=O)OCC(C)([N+](=O)[O-])CO1 (configuration not stated) was read as MOLT-4 84, BT-549 92, MCF7 102, K-562 94, MDA-MB-435 106 and MDA-MB-231 116.
O=C(NCCc1ccccc1)c1ccc(N(CCCl)CCCl)cc1 was read as MDA-MB-468 98, MOLT-4 104, BT-549 105, SR 59, MCF7 92, K-562 88, MDA-MB-435 71 and MDA-MB-231 85.
For O=[N+]([O-])c1cccc2c([As](=O)(O)O)cccc12 the results were MOLT-4 100, BT-549 123, SR 87, MCF7 92, K-562 105, MDA-MB-435 105 and MDA-MB-231 97.
O=C1CC(=O)N(Cc2ccccc2)C(=O)N1Cc1ccccc1 was read as MDA-MB-468 114, MOLT-4 99, BT-549 106, SR 100, MCF7 95, K-562 101, MDA-MB-435 117 and MDA-MB-231 105.
For CN(C)CCC(C(=O)N(C)C)(c1ccccc1)c1ccccc1 the results were MDA-MB-468 107, MOLT-4 95, BT-549 98, SR 90, MCF7 98, K-562 101, MDA-MB-435 102 and MDA-MB-231 103.
`CCCCS(=O)(=O)Cl` gave MDA-MB-468 104, MOLT-4 116, BT-549 104, SR 104, MCF7 98, K-562 107, MDA-MB-435 108 and MDA-MB-231 111.
For CC1(C)C(=O)CC[C@H]2C1=CC[C@@H]1[C@@H]2CC[C@]2(C)[C@@H](O)CC[C@@H]12 the results were MDA-MB-468 94, MOLT-4 56, BT-549 108, SR 85, MCF7 122, K-562 106, MDA-MB-435 104 and MDA-MB-231 97.
For CC1CN1CC(O)C(O)CN1CC1C (configuration not stated) the results were MDA-MB-468 13, MOLT-4 13, BT-549 65, MCF7 30, K-562 70, MDA-MB-435 89 and MDA-MB-231 117.
`CCCCOc1nc2c(C)cccc2cc1C(c1c(O)c2ccccc2oc1=O)c1cn(Cc2ccccc2)c2ccccc12` (configuration not stated) gave MDA-MB-468 110, MOLT-4 91, BT-549 95, SR 92, MCF7 96, K-562 76, MDA-MB-435 99 and MDA-MB-231 93.
For NC(=S)c1cn(C2OC(CO)C(O)C2O)c2ncnc(N)c12 (configuration not stated) the results were MDA-MB-468 -43*, BT-549 -43*, SR -50*, MCF7 2.4*, K-562 -42*, MDA-MB-435 -41* and MDA-MB-231 -9.1*.
For O=C(CC1(O)C(=O)N(Cc2ccccc2)c2ccc(Br)cc21)c1ccc(C(=O)NCC2CCC3(CC2)OOC2(CCCCC2)OO3)cc1 (configuration not stated) the results were MDA-MB-468 28, MOLT-4 -37*, BT-549 34, SR -41*, MCF7 31, K-562 -5.6*, MDA-MB-435 4.9* and MDA-MB-231 -74*.

Source: PubChem BioAssay
